Compound activity deposited in PubChem BioAssay by several laboratories.
SUMO1-SIM PPI: modulators of human SUMO1-mediated protein-protein interactions. SUMO1 binding to a labelled peptide, TR-FRET, 1 h. inhibition, % at 20 µM. 360,000 compounds, 0.33% hits. AID 602429; in the data active = inhibition above about 37%
Target sequence (P63165 whole entry, looked up): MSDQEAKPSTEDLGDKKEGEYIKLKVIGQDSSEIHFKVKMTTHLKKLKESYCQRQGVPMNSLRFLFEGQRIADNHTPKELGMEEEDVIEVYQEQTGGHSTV
NRP1-CendR mod: alters CendR peptide binding to human NRP-1; inhibition, % at 25 µM; O14786; 360,000 compounds, 0.85% hits; FAM-RPARPAR peptide binding to NRP-1, fluorescence polarization;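 active = inhibition or corrected inhibition above about 18%, plus a signal ratio from 0.5 to 1.5, limit read from the data, passing the limit was not always enough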; also: strong numbers were not always called active
DNMT1 inh: blocks human DNA methyltransferase DNMT1; P26358; DNMT1 molecular beacon, Hinp1I cleavage, fluorescence; inhibition (reported as % activation of signal), % at 10 µM; 360,000 compounds, 0.83% hits; AID 588458; in the data active = inhibition above about 50%
STEP block: inhibitors of human striatal-enriched phosphatase STEP | P54829 | recombinant STEP, OMFP fluorogenic substrate, fluorescence | inhibition, % at 20 µM | 360,000 compounds, 0.25% hits;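 active = inhibition at 20 µM, scaled per plate between control wells, above about 37%, limit read from the data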;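 also: 0% = DMSO with enzyme and substrate and 100% = substrate only without enzyme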
Target sequence (P54829 whole entry, looked up): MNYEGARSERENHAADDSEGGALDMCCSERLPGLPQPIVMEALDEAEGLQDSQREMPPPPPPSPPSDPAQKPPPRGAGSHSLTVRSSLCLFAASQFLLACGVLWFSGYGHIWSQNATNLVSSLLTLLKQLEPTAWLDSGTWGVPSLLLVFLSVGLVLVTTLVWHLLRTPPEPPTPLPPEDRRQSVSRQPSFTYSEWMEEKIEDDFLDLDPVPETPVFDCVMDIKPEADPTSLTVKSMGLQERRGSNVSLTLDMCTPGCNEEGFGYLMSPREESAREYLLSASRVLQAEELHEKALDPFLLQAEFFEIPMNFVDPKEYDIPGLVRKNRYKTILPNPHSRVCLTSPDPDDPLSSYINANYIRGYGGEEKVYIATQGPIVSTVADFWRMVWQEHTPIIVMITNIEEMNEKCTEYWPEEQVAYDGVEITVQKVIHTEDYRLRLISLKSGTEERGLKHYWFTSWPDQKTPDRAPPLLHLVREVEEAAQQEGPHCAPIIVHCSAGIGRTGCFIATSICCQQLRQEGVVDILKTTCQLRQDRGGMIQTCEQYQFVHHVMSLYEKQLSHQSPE
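Material: STEP (striatal-enriched tyrosine phosphatase) enzyme, cell-free; Compound dosing: 20 µM single dose in 1% DMSO; Technique: fluorescence read at 480 nm ex / 540 nm em; Times: reaction 20 min, ambient temperature; Medium: 50 mM Bis-Tris pH 6.0 with 2.5 mM DTT and 0.005% Tween 20; Also added: OMFP at 25 µM.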
LMPTP inh: blocks human LMPTP phosphatase | recombinant LMPTP-A, OMFP fluorogenic substrate, fluorescence intensity | inhibition, % at 20 µM | 360,000 compounds, 0.22% hits;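 active = compounds that cut the enzyme signal by at least half of the control window in the single-dose screen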;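 also: plate controls were DMSO wells with enzyme plus substrate for no effect and substrate without enzyme for full effect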
Target sequence (P24666 whole entry, looked up): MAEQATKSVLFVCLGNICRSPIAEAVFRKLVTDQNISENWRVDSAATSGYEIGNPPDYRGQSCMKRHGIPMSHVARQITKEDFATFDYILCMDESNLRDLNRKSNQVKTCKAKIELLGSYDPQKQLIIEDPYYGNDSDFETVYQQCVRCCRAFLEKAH
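Test system: LMPTP-A, protein tyrosine phosphatase of low molecular weight; Input: 0.625 nM enzyme; Incubation: 50 min dark incubation at room temperature; Signal: endpoint fluorescence intensity from OMFP dephosphorylation; Read-out basis: % inhibition versus control wells.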
bovine MsrA act: activates bovine MsrA enzyme; purified bovine MsrA, absorbance read-out; activation, % at 10.6 µM; 360,000 compounds, 0.3% hits; AID 602163; in the data active = activation above about 7.5%;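 also: 0% = vehicle and 100% = reference activator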
eLon inh: inhibits E. coli Lon protease; purified E. coli Lon protease, fluorescence polarization; AID 602123; P0A9M0; inhibition, % at 7.94 µM; 360,000 compounds, 0.42% hits; in the data active = inhibition above about 13%, passing the limit was not always enough;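 also: 0% = enzyme with probe and DMSO and 100% = no enzyme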
Tb MetRS inh: blocks T. brucei methionyl-tRNA synthetase activity. inhibition, % at 11.9 µM. 360,000 compounds, 0.4% hits. purified T. brucei MetRS, ATP depletion, Kinase-Glo luminescence;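 active = inhibition above a per-plate cutoff of the control wells' mean inhibition plus 3 SD, cut at about 5.5% in these data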;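 also: 0% = DMSO wells median and 100% = median of wells with control inhibitor compound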
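Assay system: T. brucei methionyl-tRNA synthetase, purified | Medium: HEPES buffer with MgCl2, KCl, DTT, spermine, BSA, pyrophosphatase | Compound: 11.9 µM single point | Incubation: 15 min enzyme-compound preincubation, 2 h reaction, 10 min detection, 25 °C | Measured by: Kinase-Glo luciferase luminescence reporting remaining unconsumed ATP | Measure: % inhibition normalized to control-well medians | Replication: Singlicate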
Scp1 inh: blocks human Scp-1 phosphatase activity | inhibition, % at 20 µM | Recombinant Scp1, phosphopeptide, malachite green phosphate absorbance | 340,000 compounds, 0.88% hits | Q9GZU7;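 active = inhibition above about 50% at 20 µM, limit read from the data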;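 also: plate controls were DMSO wells with enzyme for no effect and wells lacking enzyme for full effect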
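assay system = SCP-1 phosphatase catalytic domain, residues 76-261 | buffer or medium = 50 mM Tris acetate pH 5.5, 0.005% Tween-20, 10 mM MgCl2 | incubation = enzyme reaction 45 min at room temperature, colour 5 min, stabilisation 30 min | signal = Phosphate-binding colour reagent, absorbance read at 630 nm | measure = % inhibition at 20 µM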
MsrA inh: bovine MsrA inhibition. 360,000 compounds, 0.75% hits. purified bovine MsrA, absorbance read-out. AID 651718. inhibition, % at 15.5 µM; in the data active = inhibition above about 4.5%;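 also: 0% = vehicle wells with enzyme and 100% = reference inhibitor wells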
Active calls of the source: *; · = not tested or not shown.

1	O=C(Nc1ccc2oc(-c3ccccc3)nc2c1)c1ccncc1
2	N#Cc1c(N)n(-c2ccc(N)cc2)c2nc3ccccc3nc12
3	COc1cccc(NC(=S)NC(=O)c2cncc(Br)c2)c1
4	CCOCCn1c(=O)c2c(nc3n2CC(C)CN3Cc2ccccc2)n(C)c1=O (centres undefined)
5	Cc1cc(C(=O)N/N=C/c2cc(Br)cc([N+](=O)[O-])c2O)c2ccccc2n1
6	CN(C)C1=NC[C@H](Cc2ccccc2)N1CC1CCC(C(C)(C)C)CC1 (some centres undefined)
7	O=C(NNC(=O)C12CC3CC(CC(C3)C1)C2)c1ccccc1F
8	COc1ccc(CCNC(=O)C(=O)NCC2OCCN2S(=O)(=O)c2ccc(F)cc2)cc1 (centres undefined)
9	Cn1cc(-c2ccno2)c(C(=O)O)n1
10	Cc1[nH]n(-c2ccccc2)c(=O)c1C(C[N+](=O)[O-])c1ccc(Br)cc1 (centres undefined)
screen / no.	1	2	3	4	5	6	7	8	9	10
SUMO1-SIM PPI	7	-12	-1	7	-6	-2	-2	-1	-2	14
NRP1-CendR mod	19	6	-6	-8	-16	-1	8	-6	16	-10
DNMT1 inh	-5	-4	-4	1	4	3	-1	-4	-3	8
STEP block	-11	3	-1	2	5	4	0	0	2	-5
LMPTP inh	0.0	0.1	-0.4	0.1	3.7	-2.1	-0.1	0.8	0.5	4.6
bovine MsrA act	-1	0	0	4	-9	-3	-3	-1	-2	-8
eLon inh	7	1	3	13	-2	-1	-4	9	-11	2
Tb MetRS inh	-0.7	-0.7	0.3	-0.5	-0.3	-0.1	0.1	-0.8	0.1	3.2
Scp1 inh	-10	-4	-23	-6	-7	0	-10	-9	-3	-10
MsrA inh	1.4	2.1	-0.8	-1.2	1.0	·	-2.0	0.7	0.6	-1.1

An excerpt from above in order of SMILES length, lowest first.
9	Cn1cc(-c2ccno2)c(C(=O)O)n1
3	COc1cccc(NC(=S)NC(=O)c2cncc(Br)c2)c1
1	O=C(Nc1ccc2oc(-c3ccccc3)nc2c1)c1ccncc1
6	CN(C)C1=NC[C@H](Cc2ccccc2)N1CC1CCC(C(C)(C)C)CC1 (some centres undefined)
10	Cc1[nH]n(-c2ccccc2)c(=O)c1C(C[N+](=O)[O-])c1ccc(Br)cc1 (centres undefined)
screen / no.	9	3	1	6	10
SUMO1-SIM PPI	-2	-1	7	-2	14
NRP1-CendR mod	16	-6	19	-1	-10
DNMT1 inh	-3	-4	-5	3	8
STEP block	2	-1	-11	4	-5
LMPTP inh	0.5	-0.4	0.0	-2.1	4.6
bovine MsrA act	-2	0	-1	-3	-8
eLon inh	-11	3	7	-1	2
Tb MetRS inh	0.1	0.3	-0.7	-0.1	3.2
Scp1 inh	-3	-23	-10	0	-10
MsrA inh	0.6	-0.8	1.4	·	-1.1

(list continues)
11	C(=N\n1cnnc1)/c1cn(-c2cccs2)nc1-c1ccccc1
12	CCC(Sc1ccc2nnc(-c3ccc(F)cc3)n2n1)C(=O)OC (centres undefined)
13	O=C(Nc1ccc(F)cc1)Nc1cccnc1Cl
14	COc1ccc(Cl)cc1NC(=O)c1oc(C)nc1C
15	COc1ccc2oc(C(=O)N3CCN(C/C=C/c4ccccc4)CC3)c(C)c2c1
16	COc1ccc(-c2cc3nc(-c4ccccc4)cc(N4CCN(C(=O)c5ccoc5)CC4)n3n2)cc1
17	CN(CC(=O)N1CCCCC1)S(=O)(=O)c1ccc(Cl)cc1
18	CCOC(=O)C1CCCN(CC(O)COc2ccccc2C(C)=O)C1 (centres undefined)
19	Cn1cc(Cl)c(C(=O)NNC(=S)NCc2ccco2)n1
20	C[C@H](O)CNC(=O)c1[nH]cnc1C(=O)Nc1ccc(CNC(=O)OC(C)(C)C)cc1
screen / no.	11	12	13	14	15	16	17	18	19	20
SUMO1-SIM PPI	1	-5	1	6	0	-5	0	0	6	-4
NRP1-CendR mod	-9	-7	9	-10	7	-13	-4	-18	-20	-16
DNMT1 inh	0	1	6	-9	-8	-7	-1	4	-3	9
STEP block	1	-1	-1	3	-3	0	0	0	5	0
LMPTP inh	2.0	-1.2	2.2	1.4	1.2	3.3	0.6	-0.6	-0.5	-2.4
bovine MsrA act	-3	-4	-9	-1	-6	-7	-2	-6	-3	-4
eLon inh	-7	5	-1	-10	-9	-3	0	-5	-3	-3
Tb MetRS inh	-0.4	-1.3	-2.2	-0.4	-0.3	-2.3	0.6	-0.6	0.3	-0.5
Scp1 inh	-9	7	-5	-3	-2	·	8	-5	-29	·
MsrA inh	4.8*	-0.7	0.7	0.4	0.0	2.1	2.2	0.6	1.2	0.4

Shown as a hit in MsrA inh, among the entries above:
| entry | smiles | SUMO1-SIM PPI | NRP1-CendR mod | DNMT1 inh | STEP block | LMPTP inh | bovine MsrA act | eLon inh | Scp1 inh | MsrA inh |
| --- | --- | --- | --- | --- | --- | --- | --- | --- | --- | --- |
| 11 | C(=N\n1cnnc1)/c1cn(-c2cccs2)nc1-c1ccccc1 | 1 | -9 | 0 | 1 | 2.0 | -3 | -7 | -9 | 4.8* |

Next part
21	Cc1sc2ncnc(SCc3ccc(C(=O)O)cc3)c2c1C
22	Cc1ccc(C)c(NC(=S)Nc2cccc3cnccc23)c1
23	CCCCP(=O)(CCCC)Cc1ccccc1O
24	CC[C@]12c3[nH]c4ccc(Cl)cc4c3CCN1C(=O)[C@@H](CC(=O)NCCC1=CCCCC1)C[C@@H]2C(=O)N1CCN(C(=O)c2ccco2)CC1
25	CC1CN=C(N(C(=O)Nc2ccccc2)c2ccc(F)cc2)S1 (centres undefined)
26	Cc1cccc(NC(=O)NC2CCCc3ccccc32)c1 (centres undefined)
27	Cc1cc(OCC(=O)Nc2ccc(Br)cc2)cc2c1C(=O)CC(C)(C)O2
28	COCC(=O)OC/C(O)=C(\C#N)c1nc2ccccc2[nH]1
29	O=C(c1cccc(S(=O)(=O)N2CCN(c3ccccc3)CC2)c1)N1CCN(c2ccccc2O)CC1
30	COC(=O)c1ccc(C)cc1C1CN=NC12Cc1cc(C)ccc1C2=O (centres undefined)
screen / no.	21	22	23	24	25	26	27	28	29	30
SUMO1-SIM PPI	5	25	0	6	-1	-2	4	5	5	-10
NRP1-CendR mod	-16	16	-16	2	-1	-4	2	-34	9	0
DNMT1 inh	-2	4	3	-14	5	4	2	-16	-2	-10
STEP block	0	11	-1	0	-3	0	2	3	1	3
LMPTP inh	0.9	5.8	-0.2	0.6	-1.9	0.9	3.6	0.3	1.8	5.4
bovine MsrA act	-4	0	-1	7	-6	-5	-7	-3	-1	-7
eLon inh	3	-3	-12	-10	1	5	-4	-13	-11	5
Tb MetRS inh	-0.3	0.7	-0.6	-0.8	0.0	-0.4	-0.4	0.7	-0.3	-0.3
Scp1 inh	8	-6	7	8	-12	-7	-17	4	-7	-5
MsrA inh	-0.4	-0.4	1.9	-0.5	-0.3	0.5	1.3	1.4	0.2	0.8

31	Cc1ccc(C(=O)C2CCN(CC(=O)NC3CCCCC3)CC2)cc1
32	COc1ccccc1N1CCN(C(=O)CSc2nc(C)c(C)c(=O)[nH]2)CC1
33	O=C(O)c1cccc(S(=O)(=O)N(Cc2ccccc2)c2ccccc2Cl)c1
34	OCCN(Cc1ccccc1)Cc1cccc(C(F)(F)F)c1
35	Cc1ccc(NC(=O)c2cc([N+](=O)[O-])ccc2Cl)c(O)c1
36	CCN(Cc1ccccc1)C(=O)c1c(-c2ccccc2Cl)noc1C
37	CCOC(=O)C1=C(C)NC(C)=C(C(=O)OCC)C1C(=O)OCC(=O)N1CCCCC1C (centres undefined)
38	Cc1[nH]c2ccccc2c1CCN(Cc1cccs1)C(=S)Nc1ccccc1
39	O=C(C1CCN(S(=O)(=O)c2ccc(F)cc2)CC1)N1CCCC(C(F)(F)F)C1 (centres undefined)
40	FC(F)(F)c1cccc(Cn2c3[n+](c4ccc(C(F)(F)F)cc42)CCCCC3)c1
41	CCOc1ccc(S(=O)(=O)N2CCOCC2)cc1NC(=O)c1ccc(N2CCCC2=O)cc1
screen / no.	31	32	33	34	35	36	37	38	39	40	41
SUMO1-SIM PPI	0	11	7	-6	-19	8	1	2	-44	-4	0
NRP1-CendR mod	-11	-7	3	-4	4	3	16	-17	-5	-15	10
DNMT1 inh	6	3	0	-1	-10	1	0	-8	-2	2	-1
STEP block	4	-1	8	3	0	1	-3	1	-2	1	0
LMPTP inh	0.0	0.6	0.3	0.1	-0.7	-0.2	-0.5	2.5	-11	-3.8	-1.1
bovine MsrA act	-8	-1	-2	-1	-10	2	-10	0	0	3	0
eLon inh	-6	-2	-2	-6	-2	-4	-1	6	5	-4	-20
Tb MetRS inh	-1.4	-0.2	-0.1	-1.1	-1.6	-0.3	-0.2	0.3	-0.2	-0.7	0.3
Scp1 inh	-5	-1	-5	-3	5	-5	-1	-6	-11	9	-5
MsrA inh	0.4	1.1	0.8	0.5	-0.5	-1.4	1.4	-1.4	0.5	-1.6	0.6
